Screening results (PubChem BioAssay)
tim10-1 inh: growth inhibitors of tim10-1 mutant yeast, primary screen, luminescence, uHTS. S. cerevisiae tim10-1 ts strain growth, BacTiter-Glo, 24 h. inhibition, % at 20 µM. 330,000 compounds, 2.2% hits. AID 463190, 2010;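 active means inhibition of at least 40%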;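 further: mutant grown at 25 °C; 0% = DMSO wells with yeast and 100% = wells holding no yeast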
hIAP block: human IAP inhibitors, primary screen, biochemical, luminescence, uHTS; Intestinal-type alkaline phosphatase (Homo sapiens), P09923; purified IAP, CDP-Star luminescence, 30 min; inhibition, % at 10 µM; 330,000 compounds, 0.12% hits; AID 2544, 2010;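 active means inhibition reaching a set limit with compound at 10 µM in the primary screen, cut at about 35% in these data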;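 further: plate controls were DMSO wells with enzyme for no effect and no-enzyme buffer wells for full effect; values of inactives mirror those of a sister screen read the other way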
Target sequence (P09923 whole entry, looked up): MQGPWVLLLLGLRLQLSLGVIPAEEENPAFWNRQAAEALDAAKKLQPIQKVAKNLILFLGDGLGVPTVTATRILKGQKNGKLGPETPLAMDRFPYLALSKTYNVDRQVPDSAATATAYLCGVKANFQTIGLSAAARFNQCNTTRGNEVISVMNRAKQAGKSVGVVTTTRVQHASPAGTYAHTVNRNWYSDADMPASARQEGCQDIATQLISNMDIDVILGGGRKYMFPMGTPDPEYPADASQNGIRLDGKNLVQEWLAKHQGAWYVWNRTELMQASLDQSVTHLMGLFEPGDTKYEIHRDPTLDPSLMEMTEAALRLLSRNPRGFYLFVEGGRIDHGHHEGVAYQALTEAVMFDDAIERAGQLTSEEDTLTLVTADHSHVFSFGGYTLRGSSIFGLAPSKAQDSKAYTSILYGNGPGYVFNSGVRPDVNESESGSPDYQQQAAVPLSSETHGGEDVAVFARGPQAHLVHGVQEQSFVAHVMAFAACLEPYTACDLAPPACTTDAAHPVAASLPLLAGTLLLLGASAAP
mIAP block: inhibitors of mouse IAP, primary screen, biochemical, luminescence, uHTS | purified mouse IAP, CDP-Star luminescence, 30 min | 330,000 compounds, 0.2% hits | inhibition, % at 10 µM;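 active means inhibition of at least 40% at 10 µM in the primary screen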;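 further: plate controls were DMSO with enzyme for no effect and no enzyme wells for full effect; values of inactives mirror those of a sister screen read the other way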
A3G deaminase: APOBEC3G DNA deaminase inhibitors, primary screen, biochemical, fluorescence, single-stranded DNA substrate, uHTS; DNA dC->dU-editing enzyme APOBEC-3G (Homo sapiens), Q9HC16; recombinant A3G, ssDNA deamination FAM/TAMRA fluorescence; inhibition, % at 20 µM; 330,000 compounds, 0.28% hits; AID 493012, 2011;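 active means inhibition of at least 40% at 20 µM, with no more than 30% in the related APOBEC3A deaminase screen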;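 further: plate controls were DMSO wells with A3G for no effect and wells lacking A3G enzyme for full effect; some compounds called inactive have numbers as strong as hits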
TIM10 inh: growth inhibitors of isogenic TIM10 control yeast, primary screen, counter-screen for tim10-1 yeast inhibitor project, luminescence, uHTS; S. cerevisiae TIM10 strain growth, BacTiter-Glo luminescence, 24 h; inhibition, % at 10 µM; 330,000 compounds, 1.4% hits; AID 463195, 2010;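 active means inhibition of 40% or more at the single tested concentration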;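 further: wild-type TIM10 isogenic control strain grown at permissive 25 °C; 0% = DMSO yeast wells and 100% = minimal medium wells without yeast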
MIN6 prolif: inducers of MIN6 beta-cell proliferation, primary screen, ATP luminescence, uHTS; MIN6 cells proliferation, ATPlite luminescence, 48 h; cells starved in 0.2% serum; 100% = growth in 10% serum; proliferation, % at 10 µM; 330,000 compounds, 0.29% hits; AID 2380, 2010;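 active means compounds whose signal lies at least 3.5 SD above the mean of all wells on their plate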;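 further: 0% = DMSO-treated cells in low-serum medium and 100% = 10% serum control; some compounds called inactive have numbers as strong as hits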
NLRP3 yeast inh: NALP3 inflammasome inhibitors in reconstituted yeast, primary screen, luminescence, uHTS. AID 2825, 2010. 330,000 compounds, 0.39% hits. Yeast reconstituted NLRP3/ASC/caspase-1, beta-gal luminescence, 24 h. inhibition, % at 10 µM;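 active means inhibition of 50% or more; inactive means inhibition below 50%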;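 further: plate controls were induced DMSO wells for no effect and uninduced yeast grown without galactose for full effect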
mIAP act: activators of mouse IAP, primary screen, biochemical, luminescence, uHTS; intestinal alkaline phosphatase [Mus musculus]; muIAP, CDP-Star luminescence, 30 min; hits give high values; 1 = vehicle-only enzyme signal, 0 = enzyme-free wells; 330,000 compounds, 0.24% hits; activation factor at 10 µM; AID 2805, 2010;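 active means activation factor of at least 2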; further: the source names both 10 and 20 µM as test concentration; values of inactives mirror those of a sister screen read the other way
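System: Mouse IAP enzyme | Also added: CDP-Star substrate | Dosing: Compounds dispensed in DMSO | Schedule: 30 min enzyme-substrate-compound incubation at room temperature | Technique: Chemiluminescence readout | Control set: DMSO-only wells and no-enzyme negative control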
A3A deaminase: APOBEC3A ssDNA deaminase inhibitors, primary screen, selectivity assay for APOBEC3G inhibitor project, biochemical, FAM/TAMRA oligo cleavage fluorescence; 330,000 compounds, 0.41% hits; AID 493011, 2011; recombinant A3A, FAM/TAMRA ssDNA deamination fluorescence; inhibition, % at 20 µM; DNA dC->dU-editing enzyme APOBEC-3A (Homo sapiens), P31941;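 active means at least 40% inhibition at 20 µM here, with at most 30% in a related deaminase screen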;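 further: plate controls were A3A with DMSO for no effect and wells lacking A3A enzyme for full effect; some results filed as inactive read as strong as hits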
Target sequence (P31941 whole entry, looked up): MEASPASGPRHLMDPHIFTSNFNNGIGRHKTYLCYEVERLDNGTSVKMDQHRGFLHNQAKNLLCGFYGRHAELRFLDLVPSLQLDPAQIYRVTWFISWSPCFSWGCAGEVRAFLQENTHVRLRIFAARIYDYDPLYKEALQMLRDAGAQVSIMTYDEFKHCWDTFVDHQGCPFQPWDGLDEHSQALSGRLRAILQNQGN
The depositor's hits bear a star. Not a hit list; overall some 4.6% were active at least once.

SMILES	tim10-1 inh	hIAP block	mIAP block	A3G deaminase	TIM10 inh	MIN6 prolif	NLRP3 yeast inh	mIAP act	A3A deaminase
Cc1ccsc1C(=O)N1CCN(S(=O)(=O)c2cccs2)CC1	13	6	10	-6	10	-2	1	0.9	-1
O=C(CSc1nnc(-c2c[nH]c3ccccc23)n1CC1CCCO1)Nc1ccc2c(c1)OCCO2 (stereo not drawn)	-2	-4	-6	-9	9	4	-7	1.1	-7
CCOC(=O)N1CCN(C(=O)CS(=O)Cc2nc(-c3cccc(C)c3)oc2C)CC1 (stereo not drawn)	3	-2	-6	-3	3	-2	-5	1.1	-3
O=C(O)C(Cc1ccccc1)N=C(NS(=O)(=O)c1ccccc1)c1ccccc1 (stereo not drawn)	2	-19	2	-4	-12	2	2	0.98	-3
C/C(CC(=O)Nc1ccccn1)=N\NC(=O)c1ccccc1O	20	-31	3	-2	-4	0	4	0.97	-8
Cc1ccc(NC(=O)N2CCC(=O)N2)cc1	5	17	-9	-5	-16	-3	11	1.1	-3
CCC(NC(=O)COC(=O)C1CC2CCCC(C1)C2=O)c1ccc(Br)cc1 (stereo not drawn)	11	4	-7	-9	0	-2	16	1.1	2
Cc1ccc(N2C(=S)SC3CS(=O)(=O)CC32)cc1 (stereo not drawn)	-11	-2	2	-5	0	2	6	0.98	-3
COc1ccccc1NC(=S)N(CCN(C)C)C(C)c1ccncc1 (stereo not drawn)	-11	-7	2	0	-8	0	-2	0.97	1
Cc1nn(CC(=O)N2c3ccccc3NC(=O)C2(C)C)c(C)c1[N+](=O)[O-]	12	12	-4	-18	-11	0	14	1	-3
CC(=O)c1cccc(NC(=O)C2=CC(c3ccco3)=NS(=O)(=O)N2C)c1	-11	0	7	-2	-2	-1	17	0.93	0
Cc1cnc(C(=O)OCC(=O)N2CC(C)CC(C)C2)cn1 (stereo not drawn)	0	-11	-7	-3	2	1	-13	1.1	3
O=c1[nH]c2ccccc2n1CCCOc1ccccc1	35	-23	-12	-2	11	-1	12	1.1	-2
Cc1ccc(NC(=O)Cn2cnc3c(oc4nc5c(cc43)COC(C)(C)C5)c2=O)cc1	11	7	0	-8	-1	0	15	1	-2
COc1cccc(CNCCOCCO)c1OC	3	-4	-5	-6	-20	0	-3	1.1	0
O=C(COC(=O)c1ccccc1C(F)(F)F)NC(=O)NCc1ccco1	7	0	-5	-5	8	2	13	1	-2
COC(=O)CN1C(=O)[C@H]2[C@@H](/C=C/c3ccccc3)N3C(=O)CN(Cc4ccccn4)C(=O)[C@@]3(Cc3ccccc3)[C@H]2C1=O	-4	-4	-4	1	1	-2	16	1	0
CCN1C(=O)c2ccc(C(=O)Nc3ccc4c(c3)OCO4)cc2C1=O	-18	-19	-2	-3	-2	0	2	1	1
O=C(CCN1CCN(C(=O)c2ccccc2)CC1)c1ccc(Br)cc1	36	11	0	-4	19	-4	10	1	2
CC(Sc1nnnn1C1CC1)C(=O)N1CC(=O)Nc2ccccc21 (stereo not drawn)	6	-12	-16	-7	3	2	15	1.2	-1

Looked up by structure from the list above (4):
SMILES	tim10-1 inh	hIAP block	mIAP block	A3G deaminase	TIM10 inh	MIN6 prolif	NLRP3 yeast inh	mIAP act	A3A deaminase
CCOC(=O)N1CCN(C(=O)CS(=O)Cc2nc(-c3cccc(C)c3)oc2C)CC1 (stereo not drawn)	3	-2	-6	-3	3	-2	-5	1.1	-3
CC(Sc1nnnn1C1CC1)C(=O)N1CC(=O)Nc2ccccc21 (stereo not drawn)	6	-12	-16	-7	3	2	15	1.2	-1
Cc1nn(CC(=O)N2c3ccccc3NC(=O)C2(C)C)c(C)c1[N+](=O)[O-]	12	12	-4	-18	-11	0	14	1	-3
COC(=O)CN1C(=O)[C@H]2[C@@H](/C=C/c3ccccc3)N3C(=O)CN(Cc4ccccn4)C(=O)[C@@]3(Cc3ccccc3)[C@H]2C1=O	-4	-4	-4	1	1	-2	16	1	0

Later entries
SMILES	tim10-1 inh	hIAP block	mIAP block	A3G deaminase	TIM10 inh	MIN6 prolif	NLRP3 yeast inh	mIAP act	A3A deaminase
Cc1ccc(-c2nc(SCC(=O)N(C)C3CCS(=O)(=O)C3)[nH]c2-c2ccc(C)cc2)cc1 (stereo not drawn)	17	-25	-8	1	11	-5	4	1.1	4
CCOC(=O)c1nn(-c2ccc(F)cc2)c(C)c1C(C)=O	17	-25	1	3	-4	-2	28	0.99	1
Cc1cc(C)cc(N=c2c([N+](=O)[O-])nn(-c3ccc(Cl)cc3)n2O)c1	14	22	8	-5	20	-6	-18	0.92	5
O=C(CCN1CCN(c2ccc(F)cc2)CC1)Nc1ccccc1F	3	13	-3	-8	-8	2	23	1	-6
Cc1c(C(=O)O)cnc2c([N+](=O)[O-])cnn12	-6	3	-1	8	-5	-1	9	1	15
CCON1C(=O)C(C)(C)N(OCC)C(=O)C1(C)C	-20	11	13	-3	13	-2	10	0.87	1
COc1cc(C(=O)NNC(=O)CCOc2ccccc2C)cc(OC)c1OC	1	-19	-4	-2	-13	-1	6	1	3
COC(=O)[C@H]1CCCN1C(=O)Nc1cccc(Oc2c(F)c(F)c(F)c(F)c2F)c1	30	9	5	-4	31	-2	17	0.95	4
Nc1c(C(=O)OCC2CCCO2)c2nc3ccccc3nc2n1-c1ccc2c(c1)OCCO2 (stereo not drawn)	24	-2	-5	-5	9	1	-2	1.1	2
C=CCc1ccccc1OCC(O)CNC(=O)c1ccccc1C(=O)O (stereo not drawn)	-11	-17	7	-5	2	0	16	0.93	-3
Cc1ccc2c(c1)Oc1ccccc1C=C2C(=O)O	-3	1	3	-8	28	-2	19	0.97	-2
Cc1c(C)n(CCC#N)c2ccccc12	-10	-4	6	-3	7	1	18	0.94	3
CC1CCCN(C(=O)CNC(=O)c2cccs2)C1 (stereo not drawn)	-6	7	-14	-9	2	-1	7	1.1	-4
O=C(COc1ccccc1F)c1ccc(O)cc1O	13	-32	-6	-4	5	-2	-6	1.1	-1
CC(NC(=O)CSc1nc(=O)cc(N)n1CCc1ccccc1)c1ccccc1 (stereo not drawn)	9	9	-1	-3	1	-1	-1	1	0
CCN(CC(=O)Nc1ccccc1C(F)(F)F)C(=O)C1CC(=O)N(Cc2ccccc2)C1 (stereo not drawn)	2	4	5	-10	-5	4	2	0.95	-5
Cc1ccc(CNC(=O)COC(=O)c2cc3c(s2)CCC(C)C3)cc1 (stereo not drawn)	9	1	-3	-6	-25	-3	3	1	-3
CC(C)C(=O)Nc1ccc(C(=O)CSc2nnc(C3CC3)n2C2CC2)cc1	20	9	5	-5	7	-3	4	0.95	24
CC(C)(C)c1ccc(C(=O)NCC(=O)NCc2ccccn2)cc1	4	-8	9	3	4	1	5	0.91	1
CSc1nc2ccc(NC(=O)c3ccc(=O)[nH]c3)cc2s1	-2	-7	6	3	9	-2	6	0.94	42*

Quoted from the entries so far for reference:
SMILES	tim10-1 inh	hIAP block	mIAP block	A3G deaminase	TIM10 inh	MIN6 prolif	NLRP3 yeast inh	mIAP act	A3A deaminase
Cc1ccc2c(c1)Oc1ccccc1C=C2C(=O)O	-3	1	3	-8	28	-2	19	0.97	-2
Cc1c(C)n(CCC#N)c2ccccc12	-10	-4	6	-3	7	1	18	0.94	3
CC1CCCN(C(=O)CNC(=O)c2cccs2)C1 (stereo not drawn)	-6	7	-14	-9	2	-1	7	1.1	-4
O=C(COc1ccccc1F)c1ccc(O)cc1O	13	-32	-6	-4	5	-2	-6	1.1	-1

(cont.)
SMILES	tim10-1 inh	hIAP block	mIAP block	A3G deaminase	TIM10 inh	MIN6 prolif	NLRP3 yeast inh	mIAP act	A3A deaminase
COc1ccc(-c2nnc(CSc3nc4ccccc4c(=O)n3CC(C)C)o2)cc1OC	17	-1	3	-4	3	-4	27	0.97	-2
CN1C[C@@H]2[C@@H]3C(=O)N(Cc4ccccc4)C(=O)[C@@H]3[C@](C)(C1=O)N2C(=O)c1ccc(Cl)cc1	6	13	1	-8	-1	-5	4	0.99	-2
O=C1CC(c2ccccc2)CC(O)=C1C=NCCN1CCOCC1 (stereo not drawn)	-15	3	-2	-2	1	-2	30	1	2
O=C(O)CN1C(=O)SC(Nc2ccccc2)C1=O (stereo not drawn)	6	7	13	-2	11	-1	0	0.87	-1
O=C(Cc1ccc(Cl)cc1)Nc1ccc2oc(=O)ccc2c1	-6	-1	2	-7	11	-2	7	0.98	-2
CCN1CCN(C(CNS(=O)(=O)c2ccc(Cl)cc2)c2cccnc2)CC1 (stereo not drawn)	10	9	1	-2	4	0	4	0.99	-1
Cc1ccc(NC(=O)OCc2cc(-c3ccccc3)on2)cc1	4	-2	-8	-3	9	-2	41	1.1	7
CNc1nnc(-c2cc3ccccc3oc2=O)s1	4	73*	58*	-3	11	-4	-6	0.42	-2
CC(=O)Nc1ccc(N2C(=O)CSC2c2ccccc2)cc1 (stereo not drawn)	-11	-9	6	-8	11	-2	15	0.94	-4
Cc1cc(N2CCN(c3cccc(C(F)(F)F)c3)CC2)n2nc(C)nc2n1	4	14	-12	-8	0	-1	7	1.1	-4

Single values from the list:
For TIM10 inh, O=C1CC(c2ccccc2)CC(O)=C1C=NCCN1CCOCC1 (stereo not drawn) shows 1
For A3G deaminase, CNc1nnc(-c2cc3ccccc3oc2=O)s1 shows -3

Other structures.
SMILES	tim10-1 inh	hIAP block	mIAP block	A3G deaminase	TIM10 inh	MIN6 prolif	NLRP3 yeast inh	mIAP act	A3A deaminase
Cc1ccc(NC(=O)C(OC(=O)c2ccc(O)cc2)c2ccccc2)cc1Cl (stereo not drawn)	28	-3	-6	-4	27	-6	7	1.1	0
COc1cc(OC)c(N(C)S(=O)(=O)c2cccc(C(=O)OCC(=O)NCc3ccco3)c2)cc1Cl	-2	8	4	-2	6	-3	3	0.96	7
COc1ccc(C(=O)n2cc(C(C)=O)c3ccccc32)cc1	22	8	0	-8	-4	-1	5	1	-4
Cc1ccc2cccc(NC(=O)C(F)(F)F)c2n1	4	-2	13	-8	-5	0	-12	0.87	-5
O=c1ccc(C(F)(F)F)cn1Cc1cc(=O)n2cc(Br)ccc2n1	-12	4	5	6	-4	0	24	0.95	17
Cc1ccc(C)c(OCCN2CCOCC2)c1	-31	14	-5	-4	-13	-1	25	1	-2
